Screening data deposited in PubChem by several laboratories.
NSD2 inh = blocks human histone methyltransferase NSD2; 310,000 compounds, 0.54% hits; inhibition, % at 12.5 µM; AID 743445; NSD2 peptide methylation, AlphaScreen, 120 min; in the data active = inhibition above about 50%
Arrestin-AP2 inh = inhibitors of human beta-arrestin and AP2 interaction; FITC-arrestin peptide / GST-AP2 beads, flow cytometry; AP2 beta2 appendage carries R879A mutation; inhibition, % at 10 µM; 340,000 compounds, 0.31% hits; AID 504490;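 active = inhibition above a set limit, near 3 SD of compounds lacking own fluorescence, cut at about 54% in these data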;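 note: plate controls were DMSO wells for no effect and 5 µM unlabelled arrestin peptide for full effect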
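System: GST-AP2 R879A glutathione beads. Medium: PBS with 0.05% Tween 20 and 0.1% BSA. Also added: FITC-arrestin peptide, 50 nM. Incubation: 12 min plus 1 h, RT. Measured by: high-throughput flow cytometry of beads, ex 488, em 535 nm. Evaluation: percent drop in bead-associated FITC signal.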
Cardiac RTF inh = cardiac RTF calcium desensitization; inhibition, % at 7.15 µM; AID 493244; P19429+P45379; 340,000 compounds, 0.12% hits; IANBD-labeled cardiac RTF, Ca2+ fluorescence;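 active = inhibition above the mean inhibition of all tested compounds plus 3 SD, cut at about 17% in these data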;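 note: assay run at fixed EC70 calcium of 1.6 mM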
Keap1-Nrf2 PPI = Keap1-Nrf2 (human) interaction inhibition; Keap1 Kelch-Nrf2 peptide fluorescence polarization, 1536-well; Q14145; inhibition, % at 9.4 µM; 340,000 compounds, 0.15% hits; in the data active = inhibition above about 12%;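 note: human Keap1 Kelch domain with fluorescein labeled Nrf2 9mer peptide probe; 0% = neutral control wells and 100% = peptide positive control; higher means more block of Keap1 binding to Nrf2 peptide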
Target sequence (Q14145 whole entry, looked up, the tested form may be a part): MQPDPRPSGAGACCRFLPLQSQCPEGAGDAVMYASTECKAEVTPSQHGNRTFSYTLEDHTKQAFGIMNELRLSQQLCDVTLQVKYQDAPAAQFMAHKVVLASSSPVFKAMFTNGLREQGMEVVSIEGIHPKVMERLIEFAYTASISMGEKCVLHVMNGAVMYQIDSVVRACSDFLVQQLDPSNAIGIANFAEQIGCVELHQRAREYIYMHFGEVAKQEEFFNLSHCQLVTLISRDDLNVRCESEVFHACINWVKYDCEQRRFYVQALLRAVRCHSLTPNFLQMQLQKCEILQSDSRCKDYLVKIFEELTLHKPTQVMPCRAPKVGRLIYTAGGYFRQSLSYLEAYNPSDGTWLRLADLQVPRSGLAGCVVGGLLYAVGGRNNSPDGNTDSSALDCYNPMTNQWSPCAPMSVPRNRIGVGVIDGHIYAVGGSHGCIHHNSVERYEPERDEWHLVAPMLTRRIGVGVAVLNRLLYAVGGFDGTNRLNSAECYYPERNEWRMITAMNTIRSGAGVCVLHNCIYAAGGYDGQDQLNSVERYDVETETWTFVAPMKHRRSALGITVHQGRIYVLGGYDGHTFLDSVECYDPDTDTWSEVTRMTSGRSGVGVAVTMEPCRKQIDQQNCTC
CAL PDZ FP-1 = inhibitors of human CAL PDZ peptide binding; inhibition, % at 24.9 µM; 300,000 compounds, 0.92% hits; Q9HD26; AID 602252; purified CAL PDZ, TMR-peptide fluorescence polarization, 1 h;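 active = mean inhibition of at least 30% with at least half of replicates also reaching 30%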;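 note: 0% = DMSO neutral control and 100% = excess unlabeled competitor peptide PRC23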
DAGLB inh = diacylglycerol lipase beta (human) inhibition; Q8NCG7; HEK293T DAGLB membrane lysate, EnzChek fluorogenic substrate; inhibition, % at 5.17 µM; 340,000 compounds, 0.059% hits; AID 504411; in the data active = inhibition above about 34%;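 note: 0% = enzyme with vehicle and 100% = wells lacking enzyme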
V-ATPase pHluor = alters yeast V-ATPase proton transport; 350,000 compounds, 0.37% hits; S. cerevisiae, pHLuorin cytosolic pH fluorescence; response, % at 10 µM; AID 504577; in the data active = response mostly above about 7.3%, no sharp cut-off; inactive = mostly below about 5.4%; note: actives read high; inactives centre near 0; some compounds called inactive have numbers as strong as hits
CAL PDZ FP-2 = inhibitors of human CAL PDZ peptide binding | purified CAL PDZ, TMR-peptide fluorescence polarization, 1 h | 330,000 compounds, 0.02% hits | inhibition, % at 20 µM | AID 504414 | Q9HD26;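 active = highest replicate inhibition of at least 40%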;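 note: plate controls were DMSO neutral control wells for no effect and unlabeled competitor peptide control wells for full effect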
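Material – purified CerCALP PDZ construct · Detection – FP readout, S and P plane fluorescence · Measure – percent inhibition from loss of millipolarization · Controls – unlabelled peptide for full inhibition, DMSO wells as neutral · Probe or stimulus – TMR-labelled reporter peptide T*-PRC34 bound in PDZ groove · Times – 1 h at RT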
Pemphigus Ab inh = human desmoglein-3 autoantibody binding inhibition. P32926. DSG3-coupled beads, scFv-anti-DSG3-GFP binding, flow cytometry; hits give low values. binding (percent of control), % at 10 µM. 310,000 compounds, 0.48% hits;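 active = binding more than 3 SD below its plate's average and above zero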;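 note: hits lower antibody fragment binding to DSG3; some compounds called inactive have numbers as strong as hits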
C-LANA FP = inhibitors of KSHV LANA C-terminal domain DNA binding; MBP-C-LANA/FAM-LBS DNA binding, fluorescence polarization; inhibition, % at 9 µM; 340,000 compounds, 0.078% hits; AID 504423;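 active = highest replicate inhibition at or above 60% at 9 µM, even if other replicates fall short; inactive = all replicates below 60% inhibition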;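 note: 0% = neutral control wells and 100% = 4 µM acridine orange control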
An asterisk follows results filed as active; nt = not tested or not shown.

SMILES	NSD2 inh	Arrestin-AP2 inh	Cardiac RTF inh	Keap1-Nrf2 PPI	CAL PDZ FP-1	DAGLB inh	V-ATPase pHluor	CAL PDZ FP-2	Pemphigus Ab inh	C-LANA FP
CCC(=O)Nc1nc(C)c(C(=O)Nc2cccc(Cl)c2)s1	1	12	-3	-5	-7	4	-1	-1.5	108	-2.7
CC(=NCc1ccccc1)C1=C(O)COC1=O	1	-1	-5	-2	-5	-9	2	-0.9	nt	0.2
O=c1c(-c2ccnn2-c2ccc(F)cc2)cnc2n1CCS2	1	6	0	-3	-1	2	-5	-0.8	101	2.7
CC1(C)OC(=O)C(=CNCC(O)c2ccccc2)C(=O)O1 (stereo not given)	-1	-4	-4	-3	-3	-1	-3	-0.2	101	0.5
O=C(NC(=S)Nc1ccc(CN2CCOCC2)cc1)c1cccc([N+](=O)[O-])c1	-5	6	-4	-6	-2	3	6	-0.7	102	1.4
CCOC(=O)c1c(NC(=O)COC(=O)c2ccc(C)s2)sc2c1CC(C)(C)NC2(C)C	2	-5	0	2	-8	-1	2	-5.5	103	1.3
COc1ccc(CNC(=O)Cc2csc(Nc3nc(=S)[nH]c4ccccc34)n2)cc1	0	10	3	-7	nt	3	0	-1.4	99	0.3
O=C(CSc1nnc(-c2cccnc2)n1C1CCCCC1)NC1CCCCC1	-1	18	-1	-1	2	-1	1	nt	100	-0.6
O=C(NCCC1CCCCN1S(=O)(=O)c1ccc(F)cc1)C(=O)NC1CC1 (stereo not given)	0	4	-3	-1	13	1	3	-2.1	98	0.0
COCCCn1c(SCC(=O)N(C)C)nnc1-c1ccccc1	-1	5	-1	2	1	-1	1	-0.6	108	-2.2
CN(CC(=O)Nc1cccc(F)c1)C(=O)c1cn(-c2ccccc2)nc1-c1cccs1	0	1	2	-1	-3	-5	1	-1.2	nt	-0.4
Cc1ccc(S(=O)(=O)N2CCCCC2)cc1NC(=O)c1nn(C)c(=O)c2ccccc12	-2	-7	3	-1	-4	-2	-4	-0.6	103	-2.8
O=C(Nc1ncc(Br)s1)C(Cc1ccccc1)n1cccc1 (stereo not given)	nt	6	-8	-8	1	2	4	-1.3	104	-1.8
Cn1cc(CCC(=O)NCc2ccc3c(c2)OCO3)c2ccccc21	-1	0	-4	2	nt	-8	-2	0.0	118	0.0
O=C(COC(=O)CCC1CCCC1)Nc1ccc(Cl)cc1F	0	12	0	-2	-4	-10	4	-1.0	98	0.6
Cc1cccc(OCC(=O)Nc2nccs2)c1C	-4	-8	-3	0	-4	-1	2	-1.6	107	-0.3
CC(=O)c1ccc(NC(=S)N2CCCC(C(F)(F)F)C2)cc1 (stereo not given)	-5	-3	-5	-3	1	-3	1	-1.0	119	0.0
CC(C)(C)NC(=O)Nc1nnc(SCC(=O)NC2CCCCC2)s1	1	-18	-17	1	nt	2	3	-0.2	100	-0.6
Cc1ccc(Cc2c(C)nc3nc(SCC(=O)NCCCN4CCCC4)nn3c2C)cc1	13	-2	4	-1	nt	-2	-6	-0.2	nt	-0.9
CC(=O)Nc1ccc(NC(=O)COC(=O)C2CCCCC2)cc1	-3	15	-8	-2	16	0	-4	-0.3	nt	1.5
O=C(Cn1cnc2sc3c(c2c1=O)CCCC3)NCC(=O)Nc1c(F)cc(F)cc1Br	1	6	-4	1	-1	3	-2	-0.2	93	-1.8
Cc1onc(-c2c(Cl)cccc2Cl)c1C(=O)N1CCCCC1	2	6	10	-1	-2	1	6	-0.2	nt	-1.4
Cc1ccc(S(=O)(=O)N(C)C)cc1NC(=O)CN1C(=O)NC2(CCCCCC2)C1=O	-2	-14	-4	2	0	-3	1	-2.6	113	-1.6
COc1ccccc1/C=C/C(=O)NCc1cccnc1	39	3	-33	4	-2	-3	4	-1.0	108	-1.2
Cc1c(/C=N\NC(=O)C2COc3ccc(C(C)(C)C)cc3O2)c2ccccc2n1C (stereo not given)	-3	27	10	-10	5	-1	-8	-0.2	81	-0.9
O=C(O)c1ccccc1/C=N/NC(=S)NCc1ccccc1	-3	8	-5	-4	-5	2	1	1.6	103	-0.1
COCCn1c(Cc2ccccc2)nnc1SCC(=O)N1CCCCC1C (stereo not given)	6	3	-8	2	2	1	5	1.1	nt	0.8
O=C(Nc1cc(S(=O)(=O)N2CCCCC2)ccc1Cl)C1=NN(c2ccccc2)C(=O)CC1	-5	1	-7	-1	-6	0	2	0.1	nt	0.1
CN(Cc1ccccc1F)C(=O)CN1c2cccc3cccc(c23)S1(=O)=O	1	13	-12	4	nt	4	2	-1.6	98	2.1
COc1ccc(CNc2nc(C)c([N+](=O)[O-])c(C)c2C#N)cc1	-2	nt	2	0	-2	-6	0	-2.3	99	-0.6
O=C1c2ccccc2C(=O)C1c1ccccn1	-1	0	2	1	1	0	3	-1.8	100	48
O=C1NCCN(Cc2c(F)cccc2Cl)C1CC(=O)N1CCCO1 (stereo not given)	2	46	6	-3	0	0	5	0.3	105	0.8
O=C(NCCN1CCOCC1)C1CCC(=O)N1C1CCCCC1 (stereo not given)	11	1	-7	2	-1	-3	2	1.1	103	1.7
COc1ccc(NC(=O)C2(N(C(=O)Cn3nnnc3N)c3ccc(OC)cc3)CCCCC2)cc1	-1	9	-6	-8	-4	2	1	-5.1	nt	-0.2
C=CCN(c1ccc(C(=O)Nc2ccc(NC(C)=O)cc2)cc1)S(C)(=O)=O	-1	17	5	-1	0	1	1	-1.0	96	-0.1
CCOc1ccc(CNc2ncnc(N)n2)cc1	0	1	1	-1	-3	0	-2	-0.5	107	0.3
Cc1cccc(NC(=O)CN(CC2CCCO2)C(=O)c2oc3ccc(F)cc3c2C)c1C (stereo not given)	2	-1	-9	-4	1	-8	3	0.0	nt	-0.9
COC(=O)C1=C[C@@H](C(=O)OC)[C@@H]2C3=C(C(=O)[C@@]2(C)NC(=O)c2ccccc2)[C@H](C)n2c(=O)n(C)c(=O)n2[C@@H]3C1	nt	-2	-15	-4	-1	1	0	0.3	105	-2.0
Cc1ccccc1NC(=O)CCN1CCN(Cc2ccccc2)CC1	nt	-1	11	-2	-3	0	0	-2.0	100	0.1
CC1CCCCN1CCNC(=O)CC1Oc2ccccc2NC1=O (stereo not given)	nt	3	-8	-2	nt	-2	4	-0.6	108	-0.5
COc1ccc(Nc2ccc(C(F)(F)F)cc2[N+](=O)[O-])cn1	5	-14	-9	3	-3	7	-3	-1.9	105	0.7
O=C(CCCCCn1c(=S)[nH]c2cc3c(cc2c1=O)OCO3)N1CCN(C2CCCCC2)CC1	0	27	5	1	-7	1	4	-3.1	94	-5.6
COc1cccc(N2CCN(C(=O)c3ccccc3SCC(=O)NCc3ccco3)CC2)c1	3	1	-1	-9	0	1	-1	0.1	98	-0.6
Cc1ccccc1S(=O)(=O)Cc1ccc(C(=O)NCCCOC(C)C)o1	-1	26	-4	1	0	3	1	-1.6	102	-0.2
COc1cc(NC(=O)c2cccc(F)c2)ccc1NC(=O)c1cc2ccccc2o1	41	-3	-6	-4	-1	-2	-34	-1.3	102	-1.5

10 structures already listed, sorted by heavy-atom count, highest first:
SMILES	NSD2 inh	Arrestin-AP2 inh	Cardiac RTF inh	Keap1-Nrf2 PPI	CAL PDZ FP-1	DAGLB inh	V-ATPase pHluor	CAL PDZ FP-2	Pemphigus Ab inh	C-LANA FP
COC(=O)C1=C[C@@H](C(=O)OC)[C@@H]2C3=C(C(=O)[C@@]2(C)NC(=O)c2ccccc2)[C@H](C)n2c(=O)n(C)c(=O)n2[C@@H]3C1	nt	-2	-15	-4	-1	1	0	0.3	105	-2.0
COc1ccc(NC(=O)C2(N(C(=O)Cn3nnnc3N)c3ccc(OC)cc3)CCCCC2)cc1	-1	9	-6	-8	-4	2	1	-5.1	nt	-0.2
O=C(CCCCCn1c(=S)[nH]c2cc3c(cc2c1=O)OCO3)N1CCN(C2CCCCC2)CC1	0	27	5	1	-7	1	4	-3.1	94	-5.6
C=CCN(c1ccc(C(=O)Nc2ccc(NC(C)=O)cc2)cc1)S(C)(=O)=O	-1	17	5	-1	0	1	1	-1.0	96	-0.1
Cc1ccccc1S(=O)(=O)Cc1ccc(C(=O)NCCCOC(C)C)o1	-1	26	-4	1	0	3	1	-1.6	102	-0.2
Cc1ccccc1NC(=O)CCN1CCN(Cc2ccccc2)CC1	nt	-1	11	-2	-3	0	0	-2.0	100	0.1
O=C1NCCN(Cc2c(F)cccc2Cl)C1CC(=O)N1CCCO1 (stereo not given)	2	46	6	-3	0	0	5	0.3	105	0.8
O=C(NCCN1CCOCC1)C1CCC(=O)N1C1CCCCC1 (stereo not given)	11	1	-7	2	-1	-3	2	1.1	103	1.7
CCOc1ccc(CNc2ncnc(N)n2)cc1	0	1	1	-1	-3	0	-2	-0.5	107	0.3
O=C1c2ccccc2C(=O)C1c1ccccn1	-1	0	2	1	1	0	3	-1.8	100	48

(list continues)
SMILES	NSD2 inh	Arrestin-AP2 inh	Cardiac RTF inh	Keap1-Nrf2 PPI	CAL PDZ FP-1	DAGLB inh	V-ATPase pHluor	CAL PDZ FP-2	Pemphigus Ab inh	C-LANA FP
COc1ccc(N2CCN(C(=O)NC3CC(=O)N(c4ccc(OC)cc4)C3)CC2)cc1 (stereo not given)	0	0	3	1	-5	-1	-2	-1.4	95	-0.9
O=C(O)c1cc(N/N=C/C=C/c2ccccc2)ccc1Cl	5	6	-2	-7	-3	5	3	0.8	120	0.7
Cc1[nH]c2ccccc2c1[C@H]1[C@@H](CC#N)C1(C)C	8	11	-3	1	-2	1	2	0.7	85	0.0
Nc1ccc(NC(=O)c2cccs2)cc1	-2	25	-9	-8	nt	2	-1	-0.1	97	-0.7
CCc1ccc(OCC(=O)NNC(=S)NC(=O)C2CCCCC2)c(Br)c1	1	-3	0	2	-7	7	2	-0.7	101	0.6
CCC(C(=O)OCC(=O)Nc1ccccc1-c1ccccc1)c1ccccc1 (stereo not given)	-1	7	1	1	-5	-12	-1	0.9	100	-1.3
CC(NCC(O)COc1ccc2ccccc2c1)c1ccccc1 (stereo not given)	0	-7	-4	-2	-2	1	1	-1.7	91	-0.3
CC/C(=N\NC(=O)c1ccccc1Cl)c1ccc(Br)s1	-1	12	3	-4	-1	0	-1	-0.8	103	0.4
COc1ncccc1-c1nnn(-c2ccc(Cl)nc2)n1	nt	4	3	-4	1	-10	3	-0.5	100	0.5
Cc1ccc([N+](=O)[O-])cc1S(=O)(=O)Nc1ccc(C(=O)NCC2CCCO2)cc1 (stereo not given)	-1	3	-5	-8	-4	-3	2	-0.3	108	-2.7
[N-]=[N+]=NC[C@H](Cc1ccccc1)N1CC[C@@H](O)CCC1=O	nt	-9	-3	0	0	-1	-1	-0.2	103	-4.6

An excerpt (hit frequency here may not be typical).
